M5 antag: antagonists of human muscarinic M5 receptor (CHRM5); inhibition, % at 3 µM; P08912; hit rate 0.59% among 360,000; CHO-hM5 cells, Fluo-8 calcium fluorescence, ACh EC80;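 active = inhibition above a per-plate cutoff, the mean of that plate's test compounds plus 3 SD, cut at about 27% in these data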;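 also: 0% = acetylcholine EC80 with DMSO and 100% = DMSO without agonist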
Target sequence (P08912 whole entry, looked up): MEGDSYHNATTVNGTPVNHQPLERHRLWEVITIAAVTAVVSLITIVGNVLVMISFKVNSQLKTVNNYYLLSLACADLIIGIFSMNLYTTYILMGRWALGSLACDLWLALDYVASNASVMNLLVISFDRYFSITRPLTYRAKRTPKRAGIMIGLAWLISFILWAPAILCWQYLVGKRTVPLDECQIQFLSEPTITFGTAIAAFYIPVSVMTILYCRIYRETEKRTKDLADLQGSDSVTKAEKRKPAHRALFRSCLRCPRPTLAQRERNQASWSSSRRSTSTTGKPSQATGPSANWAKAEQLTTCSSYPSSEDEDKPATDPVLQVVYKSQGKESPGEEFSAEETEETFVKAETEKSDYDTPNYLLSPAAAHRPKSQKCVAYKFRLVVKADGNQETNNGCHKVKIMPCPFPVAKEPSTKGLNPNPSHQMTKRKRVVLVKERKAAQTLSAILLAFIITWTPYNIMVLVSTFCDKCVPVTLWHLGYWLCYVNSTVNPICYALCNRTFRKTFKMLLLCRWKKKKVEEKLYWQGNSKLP
TAAR1 ag: human TAAR1 agonism; CHO RD-HGA16 TAAR1, Fluo-8 calcium fluorescence; vehicle wells 0%, saturating PEA agonist 100%; activation, % at 3 µM; hit rate 0.99% among 360,000;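 active = activation above the mean activation of all test compounds in the run plus 3 SD, cut at about 38% in these data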
Target sequence (Q96RJ0 whole entry, looked up): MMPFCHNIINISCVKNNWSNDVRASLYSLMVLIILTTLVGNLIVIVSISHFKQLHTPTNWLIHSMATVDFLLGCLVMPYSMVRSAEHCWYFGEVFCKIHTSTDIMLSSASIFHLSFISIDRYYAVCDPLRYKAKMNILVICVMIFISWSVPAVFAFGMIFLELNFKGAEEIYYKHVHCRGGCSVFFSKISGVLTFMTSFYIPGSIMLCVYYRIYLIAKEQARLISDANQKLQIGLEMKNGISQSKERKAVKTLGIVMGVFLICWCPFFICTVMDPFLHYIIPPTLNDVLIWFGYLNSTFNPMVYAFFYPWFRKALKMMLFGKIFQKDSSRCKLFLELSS
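test system = CHO RD-HGA16 cells carrying human TAAR1 plus Gα16 | schedule = 17-24 h seeding, 75 min 37 °C dye, 30 min RT | compound dosing = 3 µM single concentration | control set = DMSO and PEA EC100 | replicates = n 1 | signal = Fluo-8 fluorescence, 5 s baseline then 140 s kinetic read | measure = percent activation vs PEA EC100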
M1 PAM: human CHRM1 positive allosteric modulation; P11229; CHO-K1 hM1, Fluo-8 calcium fluorescence, ACh EC20; 0% = ACh EC20, 100% = maximal ACh; activation, % at 3 µM; hit rate 0.088% among 360,000; AID 588819; in the data active = activation above about 19%, passing the limit was not always enough
CHRM1 antagonist: antagonists of human M1 muscarinic receptor; inhibition, % at 3 µM; P11229; hit rate 1.3% among 360,000; CHO-K1 hM1, Fluo-8 calcium fluorescence, ACh EC80 antagonist;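 active = percent inhibition above its own plate's cutoff, namely the mean of that plate's compound wells plus 3 SD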;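 also: peak over basal fluorescence ratio during 140 s after agonist addition; 0% = ACh EC80 plus DMSO and 100% = DMSO alone without agonist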
M4 ag: CHRM4 agonism in calcium assay; P08173; CHO-K1 hM4/Gqi5, Fluo-8 calcium fluorescence; vehicle 0%, full acetylcholine response 100%; activation, % at 3 µM; hit rate 0.14% among 360,000; AID 624127;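 active = activation above the run mean over all test wells plus 3 SD, cut at about 32% in these data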;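 also: peak over basal fluorescence ratio per well then scaled between controls; 0% = DMSO wells and 100% = acetylcholine at EC100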
CHRM1 agonist: agonists of human M1 muscarinic receptor; P11229; CHO-K1 hM1, Fluo-8 calcium fluorescence, agonist mode; 0% DMSO, 100% acetylcholine EC100; activation, % at 3 µM; hit rate 0.33% among 360,000;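 active = activation above the run's mean compound activation plus 3 SD, cut at about 16% in these data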;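 also: peak over basal fluorescence ratio within a 140 s kinetic read after compound addition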
M5 ag: CHRM5 agonism in calcium assay; P08912; CHO-K1 hM5 cells, Fluo-8 calcium fluorescence; 0% DMSO wells, 100% maximal acetylcholine response; activation, % at 3 µM; hit rate 0.19% among 360,000; AID 624037;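 active = activation above the run's mean over test compounds plus 3 SD, cut at about 23% in these data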;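 also: signal is peak over basal fluorescence ratio across the kinetic read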
CHRM5 PAM: potentiates acetylcholine response at human M5 receptor | AID 624038 | CHO-K1 hM5, Fluo-8 calcium, ACh EC20 PAM; 0% = ACh EC20, 100% = ACh EC100 | P08912 | hit rate 0.3% among 360,000 | activation, % at 3 µM;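 active = activation above the run cutoff, the mean activation of all test compounds plus 3 SD, cut at about 18% in these data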
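Probe or stimulus: acetylcholine, EC20 level; Assay system: human M5 receptor in CHO-K1 cells; Schedule: compound preincubation 140 s before EC20 acetylcholine addition; Technique: intracellular calcium via Fluo-8 fluorescence; Dosing: single-point, 3 µM nominal; Read-out basis: percent activation from peak-over-basal fluorescence ratio, scaled EC20-to-EC100 acetylcholine; Repeats: one well per compound, no replicates.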
CHRM4 antagonist: CHRM4 antagonism in calcium assay; P08173; CHO-hM4 cells, ACh EC80, Fluo-8 calcium fluorescence; inhibition, % at 3 µM; hit rate 0.73% among 360,000;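 active = inhibition above its plate's cutoff, the mean inhibition of sample wells plus 3 SD, cut at about 27% in these data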;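 also: 0% = acetylcholine EC80 with DMSO and 100% = DMSO without agonist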
* hit, by the source's call; / = not tested or not shown. Not all compounds are listed, so the mix of outcomes need not match the whole.

SMILES	M5 antag	TAAR1 ag	M1 PAM	CHRM1 antagonist	M4 ag	CHRM1 agonist	M5 ag	CHRM5 PAM	CHRM4 antagonist
CSCc1cc(N(C)C)nc(SCc2ccc(Cl)cc2Cl)n1	-1	2	9	-33	0	2	1	-6	-3
CCN1C(=O)N/C(=C/c2ccc(C)o2)C1=O	-5	5	11	-10	1	-4	-2	3	-1
CCOc1ccc(OCC(=O)OCC(=O)N(CC(C)C)c2c(N)n(Cc3ccccc3)c(=O)[nH]c2=O)cc1	3	0	0	5	0	-2	1	-5	11
Cc1ccc(CCNC(=O)CN(c2ccc(C)cc2)S(=O)(=O)c2c(C)noc2C)cc1	-6	-3	2	-9	-1	-5	-4	4	3
CCOc1cc(NC(=S)NCCOC)c(OCC)cc1NC(=O)c1ccco1	-13	3	-9	8	1	-3	3	7	-2
COC(=O)c1ccccc1NC(=O)c1cccc(NC(=O)CSCc2ccccc2)c1C	0	7	5	-6	0	-6	1	-4	-2
CC(=O)c1c(C)[nH]c(C(=O)N2CCN(C(=O)c3ccco3)CC2)c1C	0	4	1	3	0	-4	-4	12	1
CCOC(=O)NN1C(=O)c2ccccc2NC1c1cccc(O)c1 (centres undefined)	3	3	14	-9	1	-3	-2	1	-2
COc1ccc(CCNC(=O)C(C)n2nc(C)c3c(C)n(-c4ccc(C)cc4)nc3c2=O)c(OC)c1 (centres undefined)	7	10	-1	-3	4	-4	-6	-6	-9
Cc1cccc(NC(=O)c2c(C)nn(-c3ccccc3)c2Cl)c1	12	1	2	-2	3	-5	-7	-3	-15
O=C(CN1C(=O)NC(Cc2ccccc2)(Cc2ccccc2)C1=O)NCC1CCCCC1	6	6	7	-6	3	-5	3	-4	-5
C=CCn1c(SCC(=O)Nc2ccc(Br)cc2)nc(O)c(CC)c1=O	-6	3	9	-14	0	0	-2	7	5
CCOC(=O)c1ccccc1NC(=O)COC	-6	10	5	-5	0	-2	0	-1	-14
COc1ccc(CCNc2c([N+](=O)[O-])ncn2C)cc1OC	5	1	-1	2	12	0	6	-5	-2
CN(C)CCn1c(NC(=O)c2ccc(Cl)cc2)nc2ccccc21	-7	4	5	-16	1	-9	-1	4	-7
CC1=Nc2ccccc2/C1=C/c1c(C)[nH]c2ccccc12	-9	/	0	-3	0	0	5	-1	-1
CSc1nnc([C@H](Cc2c[nH]c3ccccc23)NC(=O)OC(C)(C)C)o1	12	12	7	-6	8	-1	6	-4	1
Cn1c(=O)c2c(-c3ccccc3)n(-c3ccc(N)cc3)cc2n(C)c1=O	4	2	6	-28	2	-3	2	1	-4
Cc1cc(C)nc(SCCC(=O)N(C)C)n1	-1	6	7	1	0	0	-4	10	5
O=C(CN1CCOCC1)NCCC12CC3CC(CC(C3)C1)C2	-6	20	3	-2	1	-2	-2	3	2
COc1ccc(CCNCC(=O)Nc2ccc(C)c(S(=O)(=O)N(C)C)c2)cc1OC	-10	0	10	-18	3	-3	6	13	-3
O=C(COC(=O)CCSc1ccccc1)NCc1ccccc1Cl	14	2	7	-4	1	-7	-5	-1	-4
COc1ccc(/C=C/CN2CCN(Cc3ccc(C)cc3)C(CCO)C2)cc1 (centres undefined)	10	1	5	-9	0	-4	-2	-1	5
COc1ccccc1-c1cnc2c(Nc3cccc(OC(F)(F)C(F)F)c3)nccn12	6	0	-9	12	2	-2	-2	-9	12
COC(=O)[C@@]12C[C@@H](CC(=O)NCCCN3CCCC3=O)C(=O)N(Cc3ccco3)C1=CCC(C)(C)C2	-8	5	/	/	3	/	1	7	-16
COc1ccc(S(=O)(=O)N2CCCCC2)cc1NC(=O)C1CC1	3	0	4	-1	0	-3	-2	-2	-1
CC(C)CC(COCc1cccc(Cl)c1)N1CCN(C(=O)c2ccc(C(F)(F)F)cc2)CCC1=O (centres undefined)	4	4	1	-3	8	-5	-3	-5	5
Nc1cc(N)nc(SCCc2ccccc2)n1	19	0	1	-4	1	-3	0	-3	10
CCc1noc(C)c1C(=O)OCC(=O)NC(C)c1ccccc1 (centres undefined)	-5	3	15	-6	0	2	2	11	1
O=C(NCc1ccco1)c1ccc(NC(=O)C2COc3ccccc3O2)cc1 (centres undefined)	-3	9	5	-17	10	-4	1	-3	-5
CC(C)SCc1cc(N2CCCC2)nc(-c2ccccc2)n1	7	9	12	-11	0	-6	-3	0	2
C=C1C(=O)[C@]23C[C@H]1CC[C@H]2[C@]1(C)[C@@H](OC(C)=O)CC[C@@](C)(C(=O)O)[C@H]1C[C@@H]3O	-7	5	5	-6	0	-1	2	-2	1
N=C(N)Cc1ccccc1Sc1ccccc1	-7	20	16	-15	1	-10	-7	1	4
O=C(NC1CCN(Cc2ccccc2)CC1)c1ccccc1Cl	-2	1	1	18	1	-6	-7	2	-1
COc1ccccc1C(=O)NC(C)C(c1cccs1)N1CCOCC1 (centres undefined)	0	0	2	-2	0	-3	3	3	-10
Cc1ccc(CN2CCS(=O)(=O)CC2)o1	5	0	9	-7	0	-2	-3	4	-6
CC1CCCCC1NC(=O)c1ccc(S(=O)(=O)NNC(=O)c2ccncc2)cc1 (centres undefined)	5	-2	10	-12	0	-2	5	4	15
c1ccc(-c2noc(-c3ccc4c(c3)OCO4)n2)nc1	1	4	-3	2	0	-3	1	0	4
COCCCn1c2nc3ccccc3nc2c2c(=O)n(-c3ccccc3OC)cnc21	12	1	-2	-4	0	0	-1	-6	9
COc1cc(C(=O)Nc2cccc(-c3nncn3C)c2)cc(OC)c1OC	-1	6	13	-18	0	2	4	1	0
CCCN1C2CCCC1CC(NC(=O)c1ccccc1Br)C2 (centres undefined)	5	1	-21	47*	1	-9	-11	-7	3
CCn1c(C)csc1=NC(=O)c1ccccc1	-8	3	0	2	0	-4	-8	9	-12
COC(=O)C(Cc1ccc(O)cc1)NC(=O)Cn1cc(C)c(=O)[nH]c1=O (centres undefined)	-13	7	7	-14	1	-1	2	3	-23
O=C1C(=Cc2cccc(F)c2)Cc2ccccc21	-2	-2	3	-2	0	-8	-1	3	2
Cc1cccc(C(=O)NC2=NCCS2)c1	2	1	-2	-6	3	-14	1	-6	-5
Cc1cc2c(cc1S(=O)(=O)Nc1cccc(F)c1)n(C)c(=O)c(=O)n2C	-1	0	-1	-2	1	-4	0	-3	0
Cc1ccc(-n2c(SCC(=O)NCc3ccco3)nc3nc4c(cc3c2=O)COC(C)(C)C4)cc1	-7	3	0	-2	2	-6	-3	5	-14
[O-]c1c[n+](-c2ccccc2)no1	13	8	4	-7	0	-3	-3	-2	0
Cc1cc(C)c(C(=O)Nc2ccc(S(=O)(=O)Nc3onc(C)c3C)cc2)c(C)c1	-3	-1	11	-21	0	-3	0	0	-18
Cc1ccc(-c2cc(-c3ccccc3Cl)[nH]n2)c(O)c1	1	19	1	-2	7	-5	2	-4	-15
Cc1cc(Nc2ccc3ccccc3c2)n2ncnc2n1	9	8	-7	12	-3	-8	-3	-6	10
C=CCN(c1ccc(C(=O)Nc2ccc(C)c(C)c2)cc1)S(C)(=O)=O	4	1	13	-6	3	-5	0	0	3
S=C(NCC(c1ccco1)N1CCCC1)Nc1ccccc1 (centres undefined)	12	10	-2	12	0	-8	-6	-5	5
O=C(Nc1ccncc1)c1c(Cl)cccc1Cl	0	0	7	-10	1	-4	1	1	-10
N#Cc1c(C(F)(F)F)cc(-c2ccccc2)nc1SCc1nc(N)nc(N2CCOCC2)n1	25	15	13	-22	1	8	4	-11	4

A second format for part of the listing above.
Values run as follows: M5 antag, TAAR1 ag, M1 PAM, CHRM1 antagonist, M4 ag, CHRM1 agonist, M5 ag, CHRM5 PAM, CHRM4 antagonist
COCCCn1c2nc3ccccc3nc2c2c(=O)n(-c3ccccc3OC)cnc21
  12, 1, -2, -4, 0, 0, -1, -6, 9
COc1cc(C(=O)Nc2cccc(-c3nncn3C)c2)cc(OC)c1OC
  -1, 6, 13, -18, 0, 2, 4, 1, 0
CCCN1C2CCCC1CC(NC(=O)c1ccccc1Br)C2 (centres undefined)
  5, 1, -21, 47*, 1, -9, -11, -7, 3
CCn1c(C)csc1=NC(=O)c1ccccc1
  -8, 3, 0, 2, 0, -4, -8, 9, -12
COC(=O)C(Cc1ccc(O)cc1)NC(=O)Cn1cc(C)c(=O)[nH]c1=O (centres undefined)
  -13, 7, 7, -14, 1, -1, 2, 3, -23
O=C1C(=Cc2cccc(F)c2)Cc2ccccc21
  -2, -2, 3, -2, 0, -8, -1, 3, 2
Cc1cccc(C(=O)NC2=NCCS2)c1
  2, 1, -2, -6, 3, -14, 1, -6, -5
Cc1cc2c(cc1S(=O)(=O)Nc1cccc(F)c1)n(C)c(=O)c(=O)n2C
  -1, 0, -1, -2, 1, -4, 0, -3, 0
Cc1ccc(-n2c(SCC(=O)NCc3ccco3)nc3nc4c(cc3c2=O)COC(C)(C)C4)cc1
  -7, 3, 0, -2, 2, -6, -3, 5, -14
[O-]c1c[n+](-c2ccccc2)no1
  13, 8, 4, -7, 0, -3, -3, -2, 0
Cc1cc(C)c(C(=O)Nc2ccc(S(=O)(=O)Nc3onc(C)c3C)cc2)c(C)c1
  -3, -1, 11, -21, 0, -3, 0, 0, -18
Cc1ccc(-c2cc(-c3ccccc3Cl)[nH]n2)c(O)c1
  1, 19, 1, -2, 7, -5, 2, -4, -15
Cc1cc(Nc2ccc3ccccc3c2)n2ncnc2n1
  9, 8, -7, 12, -3, -8, -3, -6, 10
C=CCN(c1ccc(C(=O)Nc2ccc(C)c(C)c2)cc1)S(C)(=O)=O
  4, 1, 13, -6, 3, -5, 0, 0, 3
S=C(NCC(c1ccco1)N1CCCC1)Nc1ccccc1 (centres undefined)
  12, 10, -2, 12, 0, -8, -6, -5, 5
O=C(Nc1ccncc1)c1c(Cl)cccc1Cl
  0, 0, 7, -10, 1, -4, 1, 1, -10
N#Cc1c(C(F)(F)F)cc(-c2ccccc2)nc1SCc1nc(N)nc(N2CCOCC2)n1
  25, 15, 13, -22, 1, 8, 4, -11, 4

Screens (PubChem)
